# Screening data: PubChem BioAssay, Sanford-Burnham Center for Chemical Genomics
# MPTP inh: mitochondrial permeability transition pore inhibitors, primary screen, biochemical, isolated mouse mitochondria, absorbance. hit rate 1.4% among 360,000. AID 602449, 2012. Ca2+ swelling absorbance, 30 min. inhibition, % at 10 µM;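 active means inhibition of 50% or more, scaled per plate between neutral and stimulator controls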;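 further: 0% = DMSO wells given calcium and 100% = 1 mM EGTA wells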
# A3G deaminase: APOBEC3G DNA deaminase inhibitors, primary screen, biochemical, fluorescence, single-stranded DNA substrate, uHTS; recombinant A3G, ssDNA deamination FAM/TAMRA fluorescence; inhibition, % at 20 µM; hit rate 0.28% among 330,000;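 active means inhibition of at least 40% at 20 µM, with no more than 30% in the related APOBEC3A deaminase screen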;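 further: plate controls were DMSO wells with A3G for no effect and wells lacking A3G enzyme for full effect; some compounds called inactive have numbers as strong as hits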
# Target sequence (Q9HC16 whole entry, looked up): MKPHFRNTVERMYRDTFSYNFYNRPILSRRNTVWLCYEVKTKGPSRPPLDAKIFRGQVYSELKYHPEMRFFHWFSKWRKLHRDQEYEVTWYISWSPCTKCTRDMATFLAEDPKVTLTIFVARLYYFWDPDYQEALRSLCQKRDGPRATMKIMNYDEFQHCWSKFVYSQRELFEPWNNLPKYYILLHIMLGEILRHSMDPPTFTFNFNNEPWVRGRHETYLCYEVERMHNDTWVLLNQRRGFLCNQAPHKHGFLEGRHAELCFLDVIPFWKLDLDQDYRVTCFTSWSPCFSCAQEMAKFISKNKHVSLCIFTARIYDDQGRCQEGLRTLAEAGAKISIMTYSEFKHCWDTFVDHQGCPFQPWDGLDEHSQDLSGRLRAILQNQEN
# APOBEC3A inh: APOBEC3A ssDNA deaminase inhibitors, primary screen, selectivity assay for APOBEC3G inhibitor project, biochemical, FAM/TAMRA oligo cleavage fluorescence. recombinant A3A, FAM/TAMRA ssDNA deamination fluorescence. inhibition, % at 20 µM. hit rate 0.41% among 330,000. AID 493011, 2011;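 active means at least 40% inhibition at 20 µM here, with at most 30% in a related deaminase screen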;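 further: plate controls were A3A with DMSO for no effect and wells lacking A3A enzyme for full effect; some results filed as inactive read as strong as hits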
# Target sequence (P31941 whole entry, looked up): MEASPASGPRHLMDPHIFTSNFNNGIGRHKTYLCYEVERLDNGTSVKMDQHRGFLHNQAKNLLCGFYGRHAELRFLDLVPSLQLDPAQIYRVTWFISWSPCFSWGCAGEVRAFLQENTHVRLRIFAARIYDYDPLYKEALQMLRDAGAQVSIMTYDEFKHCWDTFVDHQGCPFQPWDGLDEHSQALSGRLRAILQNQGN
# Gli-Sufu block: Gli-Sufu pathway antagonists, primary screen, luciferase luminescence, Sufu-KO-LIGHT cells, uHTS; Sufu-KO-LIGHT fibroblasts, Gli luciferase reporter luminescence; AID 588413, 2011; inhibition, % at 5 µM; hit rate 0.74% among 340,000;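 active means inhibition above about 55%, limit read from the data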;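 further: 0% = DMSO-treated cells and 100% = wells with medium but no cells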
# CCR6 antagonist: CCR6 receptor antagonists, primary screen, cell-based, CHO-K1, luminescence, beta-arrestin, uHTS | C-C chemokine receptor type 6 (Homo sapiens), P51684 | CHO-K1 CCR6 PathHunter beta-arrestin, CCL20-stimulated | inhibition, % at 20 µM | hit rate 0.49% among 340,000 | AID 493098, 2011;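 active means compounds whose inhibition of the agonist-driven luminescence signal at 20 µM reaches about 50%, limit read from the data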;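 further: cells stimulated with CCL20 at 14 nM final; plate controls were DMSO with CCL20 for no effect and DMSO without agonist for full effect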
# Target sequence (P51684 whole entry, looked up): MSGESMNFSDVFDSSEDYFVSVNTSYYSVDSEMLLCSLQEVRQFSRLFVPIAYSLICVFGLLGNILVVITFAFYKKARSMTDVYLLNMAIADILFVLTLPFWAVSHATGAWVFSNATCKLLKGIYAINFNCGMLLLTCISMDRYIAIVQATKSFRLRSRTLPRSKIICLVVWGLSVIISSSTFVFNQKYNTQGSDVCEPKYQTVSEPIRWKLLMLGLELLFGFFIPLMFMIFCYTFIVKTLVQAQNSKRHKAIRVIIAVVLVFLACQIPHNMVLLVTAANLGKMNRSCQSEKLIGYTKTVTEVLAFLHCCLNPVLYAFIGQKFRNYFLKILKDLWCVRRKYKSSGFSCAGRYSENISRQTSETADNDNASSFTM
# NR3A LBD binder: binders of NR3A ligand-binding domain, primary screen, biophysical, differential scanning fluorimetry, uHTS. NR3A LBD differential scanning fluorimetry, Tm shift; 0% = protein alone, 100% = glycine-bound protein. hit rate 2.5% among 340,000. Tm shift relative to glycine control, % at 25 µM. Glutamate receptor ionotropic, NMDA 3A (GRIN3A) ligand-binding domain;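 active means melting temperature shift of at least 10% of the positive control shift, at one fixed dose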
# CXCR6 inh: CXCR6 receptor inhibitors, primary screen, cell-based, beta-arrestin, luminescence, CHO-K1 PathHunter, 1536-well | C-X-C chemokine receptor type 6 (Homo sapiens), O00574 | hit rate 0.36% among 360,000 | AID 602244, 2012 | inhibition, % at 20 µM; in the data active means inhibition above about 34%, passing the limit was not always enough;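 further: antagonist mode with CXCL16 agonist at 10 nM final; 0% = 10 nM CXCL16 with DMSO and 100% = unstimulated wells without agonist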
# EBI2 block: EBI2 receptor antagonists, beta-arrestin recruitment, primary screen, cell-based, luminescence, 7a,25-OHC stimulation, uHTS | G-protein coupled receptor 183 (Homo sapiens), P32249 | 7a,25-OHC stimulated | inhibition, % at 5 µM | hit rate 0.81% among 360,000; in the data active means inhibition above about 38%;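 further: enzyme fragment complementation signal reports receptor beta-arrestin coupling in cells; 0% = agonist plus DMSO wells and 100% = wells without agonist; some results beyond the cut were filed as inactive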
# Numbers without * were called inactive; x = not tested or not shown. An unsorted share of the library (roughly 5.8% active in at least one column).
# Sample of the layout (two entries):
Structure	MPTP inh	A3G deaminase	APOBEC3A inh	Gli-Sufu block	CCR6 antagonist	NR3A LBD binder	CXCR6 inh	EBI2 block
O=C(NCc1ccco1)C1CC(c2ccc(Cl)cc2)=NO1 (centres undefined)	-0.4	-9	-2	6	-4	-1	-8	-3
CCC(C)N(C(=O)COC(=O)c1[nH]c(C)c(C(C)=O)c1C)C1CCS(=O)(=O)C1 (centres undefined)	0.8	-5	3	0	4	0	5	-10

# All compounds of this part, previewed entries included:
Structure	MPTP inh	A3G deaminase	APOBEC3A inh	Gli-Sufu block	CCR6 antagonist	NR3A LBD binder	CXCR6 inh	EBI2 block
O=C(NCc1ccco1)C1CC(c2ccc(Cl)cc2)=NO1 (centres undefined)	-0.4	-9	-2	6	-4	-1	-8	-3
CCC(C)N(C(=O)COC(=O)c1[nH]c(C)c(C(C)=O)c1C)C1CCS(=O)(=O)C1 (centres undefined)	0.8	-5	3	0	4	0	5	-10
CCN(Cc1ccccc1)Cc1ccc(OCc2ccccc2)cc1	1.8	-6	-10	59*	27	0	-2	-3
COc1ccc(NC(=O)CN(C)C(=O)c2cccc(S(=O)(=O)N3CCN(C)CC3)c2)cc1	-0.2	7	55*	-6	3	-2	4	8
CSc1cccc(N2C(=O)C3CCCN3C2=S)c1 (centres undefined)	-1.2	-4	-3	-19	8	4	-20	-2
COc1ccccc1-c1cccc([C@@H]2C[C@H]3[C@H](CON3C)CN2C(=O)C(C)(C)C)c1	0.8	x	x	2	22	-1	6	1
CC(=O)C(Cc1ccc(Cl)nc1)(Cc1ccc(Cl)nc1)C(C)=O	-0.4	1	2	12	13	-1	1	-11
Cc1c(O)cc2c(c1O)C(=O)CC(c1ccccc1)O2 (centres undefined)	-0.6	-6	-2	x	-6	-3	2	0
O=C(Cn1c(=O)oc2cc(S(=O)(=O)N3CCc4ccccc43)ccc21)N1CCCCC1	-2.1	-6	-2	6	15	3	-8	-3
CCCCOC(=O)c1ccc(NC(=O)CSc2nnnn2C)cc1	1.1	-7	-4	-6	1	-1	8	-12
CCOc1ccc(Cn2c(O)cc(=O)[nH]c2=O)cc1	-0.8	-6	-2	3	4	-3	-12	3
CNC(=O)N1CCC(C(=O)c2c(C)c(C)c(C)c(C)c2C)CC1	-0.4	-10	-2	4	2	2	-10	2
COc1ccc(CNC(=O)C2CCN(S(=O)(=O)c3cccc4nsnc34)CC2)cc1	-0.8	-2	-2	-1	-3	5	0	8
CCOC(=O)n1c(=O)n(Cc2ccc(F)cc2)c2ccccc21	0.1	-6	-4	-4	7	-2	-6	-6
COc1ccc(CNC(=O)COc2cccnc2[N+](=O)[O-])cc1	-0.5	-7	-4	3	2	2	0	-1
CCOC(=O)N1CCN(C(=O)C2CCN(S(=O)(=O)c3cc(Cl)ccc3Cl)CC2)CC1	3.3	2	-1	1	3	-1	6	2
CCCOP(=O)(c1ccc(N(C)C)cc1)C(O)c1ccccc1OC (centres undefined)	2.9	-5	3	-2	1	2	-4	-9
Cc1cc(NC(=O)CCCN2C(=O)/C(=C/c3cccs3)SC2=S)no1	-0.8	-7	-3	-11	5	1	1	-1
C=CCN(C(=O)CNC(=O)c1ccco1)C(C(=O)NC1CCCC1)c1cccs1 (centres undefined)	-1.7	-6	-3	5	1	0	-1	4
Cc1cc(=O)n2nc(N3CCCC(C(=O)NCc4cccc(Cl)c4)C3)sc2n1 (centres undefined)	0.3	-4	1	28	7	-1	8	-20
Cc1csc(NC(=O)CCCSc2nc3ccccc3s2)n1	0.6	-4	-2	0	-11	-11	-1	-2
COc1cc(SC)ccc1C(=O)N1CCN(c2ccccc2)CC1	-1.9	-1	4	-1	16	-1	5	4
CC(=O)Nc1ccc2c(CSc3nncs3)cc(=O)oc2c1	0.7	-1	-33	0	-1	1	-3	5
O=C(CCN1C(=O)/C(=C/c2ccccc2Cl)SC1=S)NN1CCOCC1	-1.8	-2	-4	-16	17	-1	-16	2
CC(C)(C)C(=O)OCc1nc(-c2ccc3c(c2)OCCO3)cs1	0.9	3	3	-12	-1	1	-1	7
CCOc1ccc2nc(Cl)c(C3CC(c4ccco4)=NN3S(=O)(=O)c3ccccc3)cc2c1 (centres undefined)	0.9	-8	-2	6	-5	0	12	20
CC1CCN(C(=O)CSCC(=O)Nc2nc(-c3cccs3)cs2)CC1	-0.3	-9	-5	-14	3	4	1	7
O=C(C1CCN(S(=O)(=O)c2cccc3nsnc23)CC1)N1CCCCC1	-1.9	-4	-3	-1	7	-8	-4	2
CCOC(=O)c1ccccc1NC(=O)C1CC(=O)N(C2CCCCC2)C1 (centres undefined)	-2.1	-3	-1	10	13	-1	-1	4
CCOC(=O)c1c(C)[nH]c(C(=O)OCC(=O)NC(C)C)c1C	-1.7	-3	2	-17	-4	-2	-8	-6
COc1ccc(NC(=O)COc2nsnc2N2CCOCC2)cc1	0.2	-3	-1	3	6	0	-3	-5
O=C(CN(Cc1ccco1)C(=O)CCC(=O)Nc1ccccn1)NCc1ccccc1	0.4	-4	0	1	10	0	10	-4
O=C(c1ccco1)N1CCN(Cc2nnnn2CC2CCCO2)CC1 (centres undefined)	-0.4	21	-4	4	-8	-1	3	4
Cc1cc2ncn(C(=O)c3ccc4c(c3)OCO4)c2cc1C	0.4	-4	-5	-7	21	0	-7	12
O=C(O)c1ccccc1C(=O)c1ccc(N2CCOCC2)c([N+](=O)[O-])c1	0.3	-3	0	-4	5	0	-5	-6
O=c1cc(C(F)(F)F)[nH]c(=S)n1-c1ccccc1	0.4	-7	-2	4	-1	5	-3	1
O=[N+]([O-])c1cc2c(c(CSc3nnc(Nc4ccccc4)s3)c1)OCOC2	1.2	-5	-2	-1	14	-1	7	6
CNC(=O)c1ccc(NC(=O)c2ccc3c(=O)n4c(nc3c2)CCC4)cc1	-2.1	7	22	-5	-3	0	-1	1
COc1ccc(-c2cc(=O)n(-c3ccc([N+](=O)[O-])cc3)[nH]2)cc1	97*	-8	-7	-10	38	9	41*	1
O=C(Nc1cccc(S(=O)(=O)N2CCOCC2)c1)c1ccc(=O)[nH]c1	-1.5	-5	-2	6	3	1	0	-13
CCOC(=O)N1CCN(c2c(N3CCc4ccccc43)c(=O)c2=O)CC1	-0.4	-5	-3	-2	6	0	-3	-2
CCOC(=O)N1CCC(NS(=O)(=O)c2ccc(C#N)cc2)CC1	2.7	-4	-1	-15	10	3	-4	-2
Clc1ccc(Nc2ccccc2)nn1	0.8	-5	0	-8	-17	-13	1	-8
C=Cc1ccc(Cn2c(=O)n(C)c(=O)c3sccc32)cc1	4.6	-2	-3	54	-7	-3	4	1
C=CCn1c(=O)c(C(=O)Nc2ccccc2C(=O)OCC)c(O)c2ccccc21	2.3	-8	-2	2	-5	-10	-3	-3
Cc1ccc(C)c(S(=O)(=O)Nc2ccc(O)c(C(=O)O)c2)c1	-1.7	-3	-1	-3	-3	-3	4	-5
CCC(C)(C)n1nnnc1C(c1cccnc1)N1CCC(Cc2ccccc2)CC1 (centres undefined)	-3.0	-9	4	32	25	-2	2	14
CC(C)C[C@H]1CN=C(Nc2ccccc2)N1CCCC1CCCCC1	4.2	-7	-2	27	3	-4	-12	-9
CC(C)C[C@@H](CNCC(=O)[C@H](Cc1c[nH]c2ccccc12)NC(=O)c1[nH]cnc1C(=O)N[C@@H](C)CN)NC(=O)c1nc[nH]c1C(=O)N[C@@H](Cc1ccccc1)C(=O)O	-0.8	x	x	-5	24	2	17	-4
CN1CCN(c2cc(=O)n(C3CCCCC3)c(=O)[nH]2)CC1	-1.3	-7	-6	-1	2	2	7	-13
COC(=O)CCc1n[nH]c(=O)[nH]c1=O	-1.8	-7	0	-10	2	1	6	-1
COc1cccc(C(O)c2cnc(C(C)C)n2C)c1OC (centres undefined)	-2.0	-6	-2	3	-6	0	-2	-9
Cc1cc(N/N=C/c2ccccc2Cl)nc(NCc2ccccc2)n1	7.7	-2	1	21	26	-2	-1	26
N#Cc1ccc(NC(=O)c2cc(=O)c3ccccc3o2)cc1	2.1	-4	4	x	8	1	10	-1
O=C(CN1C(=O)NC(c2ccccc2)(c2ccccc2)C1=O)NCc1ccco1	0.0	-1	4	-2	9	-1	7	5
O=C(Nc1ccccc1Cl)C1CCN(S(=O)(=O)c2cccc3nonc23)CC1	-1.3	-12	-2	-1	12	0	-1	-3
COc1ccccc1Oc1cn[nH]c1-c1ccc(O)cc1O	0.6	-4	-2	9	-2	-5	-7	2
COc1cccc(NC(=O)c2cc(Cl)nnc2Cl)c1	2.1	-2	1	8	11	2	-2	-5
COc1ccc(/C=C(/NC(=O)c2ccccc2)C(=O)NCC2CCCO2)cc1 (centres undefined)	-0.7	3	-4	-4	0	1	0	-6
O=C(NCCc1ccccc1)c1cnc2sccn2c1=O	-1.2	-11	-4	-50	7	-2	11	0

# Continued.
Structure	MPTP inh	A3G deaminase	APOBEC3A inh	Gli-Sufu block	CCR6 antagonist	NR3A LBD binder	CXCR6 inh	EBI2 block
CCOc1ccc(Cc2c(Cl)nc(SC)nc2N(C)C)cc1	4.9	-3	-1	8	15	2	-4	11
CCOC(=O)C(=O)NC(C)c1ccccc1 (centres undefined)	-1.3	0	-1	-1	1	1	0	-1
COc1ccc(S(=O)(=O)Cc2ccc(C(=O)N3CC(C)CC(C)C3)o2)cc1 (centres undefined)	0.1	9	6	4	14	0	1	-2
CCOc1cc2c(cc1OCC)CN(CC(=O)Nc1ccccc1C(=O)NC1CC1)CC2	0.4	-6	-3	9	13	0	4	-10
O=C1CCCC/C1=C\Nc1ccc(O)cc1	-1.2	9	-1	2	0	0	0	-11
CC(=O)N1CCOc2ccc(S(=O)(=O)NCCc3ccc(C)cc3)cc21	-0.8	-2	1	-11	-11	2	-2	-4
CNc1c(NS(=O)(=O)c2ccc(Cl)s2)c(=O)oc2ccccc12	0.2	-6	-2	-26	22	0	-1	5
COc1cc(CCC(=O)OCC(=O)N2CCc3ccccc32)cc(OC)c1OC	0.5	-7	-6	-3	7	0	-10	-8
COc1ccc(Cc2nnc(NC(=O)c3cc(OC)cc(OC)c3)s2)cc1	1.3	-6	-7	-3	0	-1	6	-25
Cc1cc(C)cc(NC(=O)N2CCCC2C(=O)Nc2ccc(-n3cnnn3)cc2)c1 (centres undefined)	-1.4	2	1	8	-5	2	-8	2
Clc1ccc(SCc2cn3ccsc3n2)cc1	0.4	2	1	-57	14	-3	1	5
CCN1CCN(C(=O)c2ccc(Sc3ccccc3Cl)c([N+](=O)[O-])c2)CC1	1.8	1	-1	12	9	-5	-5	-38
O=C(Cn1ncc2c(=O)oc3ccccc3c21)N1CCN(c2ccccn2)CC1	-1.7	0	2	4	-3	2	-5	0
Cc1ccc(NC(=O)c2cc(S(=O)(=O)Nc3ccc(C)cc3)cs2)cc1	25	-5	-4	-14	8	27*	-1	7
CCOc1ccc(CCNC(=O)CS(=O)Cc2nc(-c3ccc(OC)cc3)oc2C)cc1OCC (centres undefined)	-0.5	11	1	4	-4	-1	5	7
Cc1ncc(C[n+]2csc(CCOC(=O)C34CC5CC(CC(C5)C3)C4)c2C)c(N)n1	-1.2	-8	-2	5	10	0	2	-4
